# High-throughput results: PubChem BioAssay, several laboratories
# TRPML3 agonist: human mucolipin-3 channel agonism; 220,000 compounds, 0.29% hits; Q8TDD5; activation, % at 3 µM; HEK293 TRPML3-YFP, Fluo-8 calcium fluorescence; 100% = the carbachol control signal; AID 1448;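 active = activation above its plate's cutoff, the mean activation of the plate's test wells plus 3 SD, cut at about 12% in these data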;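 note: 0% = DMSO only wells and 100% = carbachol wells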
# Target sequence (Q8TDD5 whole entry, looked up): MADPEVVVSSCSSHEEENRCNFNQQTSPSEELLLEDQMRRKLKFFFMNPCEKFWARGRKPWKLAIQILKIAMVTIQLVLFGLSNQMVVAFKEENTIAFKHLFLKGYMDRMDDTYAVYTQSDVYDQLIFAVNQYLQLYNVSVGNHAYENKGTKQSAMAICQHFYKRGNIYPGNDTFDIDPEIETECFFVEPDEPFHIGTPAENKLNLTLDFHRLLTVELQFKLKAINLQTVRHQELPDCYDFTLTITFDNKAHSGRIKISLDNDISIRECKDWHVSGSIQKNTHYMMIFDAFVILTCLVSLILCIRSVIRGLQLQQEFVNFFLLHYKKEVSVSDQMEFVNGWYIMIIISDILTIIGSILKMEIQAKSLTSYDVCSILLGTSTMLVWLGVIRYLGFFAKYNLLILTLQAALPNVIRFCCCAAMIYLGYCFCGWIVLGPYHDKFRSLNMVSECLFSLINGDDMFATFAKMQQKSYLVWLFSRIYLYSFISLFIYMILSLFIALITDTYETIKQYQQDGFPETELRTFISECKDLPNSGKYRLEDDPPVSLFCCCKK
#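 Test system: HEK293 cells stably carrying human TRPML3-YFP; Doses: single dose, 3 µM final nominal compound, 0.3% DMSO final; Schedule: dye loading 1 h 37 °C then 30 min ambient, 125 s read; Technique: Fluo-8 calcium fluorescence; Benchmarks: high control carbachol 87 µM, low control DMSO.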
# TRPN1 ag: zebrafish TRPN1 (NompC) channel agonism; HEK293 zebrafish TRPN1-YFP, Fluo-8 calcium fluorescence; 100% = response to 87 µM carbachol; 220,000 compounds, 0.18% hits; activation, % at 3 µM;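 active = activation above its plate's cutoff, the mean activation of test wells on that plate plus 3 SD, cut at about 19% in these data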;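 note: 0% = DMSO alone and 100% = 87 µM carbachol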
#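 Material: zebrafish TRPN1-YFP in HEK293 cells. Doses: one dose of 3 µM, 0.3% DMSO. Incubation: dye 1 h 37 °C plus 30 min RT. Measured by: intracellular calcium fluorescence with Fluo-8.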
# CHOP inhibitor: CHOP inhibition in unfolded protein response | inhibition, % at 10 µM | 220,000 compounds, 3.8% hits | CHO-K1 CHOP-promoter luciferase, tunicamycin-induced, 15-18 h;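 active = compounds that reduced the stress-induced luciferase reporter signal by more than about 70% of percent inhibition, limit read from the data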;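 note: 0% = tunicamycin plus vehicle and 100% = wells without tunicamycin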
# Wee1 stabilizer: inhibitors of human Wee1 degradation | reporter increase, % at 5 µM | HeLa Luc-Wee1K328M stability, luciferase luminescence; 100% = proteasome inhibitor MG132 effect | AID 1321 | 220,000 compounds, 1.2% hits | P30291;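 active = activation above the mean of all tested compounds plus 3 SD, set per screening run, cut at about 8.8% in these data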;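 note: cells exposed to compound for 20 h before luminescence read; 0% = DMSO alone and 100% = MG132 at 30 µM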
# Ba/F3 V617F tox: reduce viability of Ba/F3 cells dependent on JAK2V617F | Ba/F3 EpoR-JAK2V617F viability, ATP luminescence | inhibition, % at 5.6 µM | 220,000 compounds, 1.1% hits;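 active = inhibition above the campaign mean plus 3 SD over all tested compounds, cut at about 24% in these data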;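 note: cytokine-independent growth of Ba/F3 cells driven by EpoR plus mutant JAK2; 0% = DMSO-treated cells and 100% = JAK inhibitor I control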
# RBBP9 inhibitor: inhibitors of human serine hydrolase RBBP9 | 220,000 compounds, 0.2% hits | recombinant RBBP9, FP-Rh probe fluorescence polarization | inhibition, % at 7.94 µM;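 active = inhibition above the campaign mean of all tested compounds plus 3 SD, cut at about 14% in these data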;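 note: plate controls were DMSO wells with RBBP9 for no effect and wells lacking RBBP9 protein for full effect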
# Target sequence (O75884 whole entry, looked up): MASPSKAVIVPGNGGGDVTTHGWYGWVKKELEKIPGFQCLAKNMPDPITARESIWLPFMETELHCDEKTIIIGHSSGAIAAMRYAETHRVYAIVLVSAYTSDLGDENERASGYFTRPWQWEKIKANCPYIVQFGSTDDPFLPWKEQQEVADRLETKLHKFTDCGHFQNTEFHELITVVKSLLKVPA
#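 Material: RBBP9 protein. Amount: RBBP9 at 2.5 µM in dispensed solution, before mixing. Schedule: 30 min then 45 min, 25 °C. Medium: Tris buffer pH 8.0, NaCl, Pluronic. Measured by: fluorescence polarization. Measure: percent inhibition from mP, scaled between DMSO and no-protein wells. Replication: one well per compound.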
# BaF3 parental: reduces parental Ba/F3 cell viability, JAK2V617F counter-screen | 220,000 compounds, 1.1% hits | CellTiter-Glo ATP luminescence | inhibition, % at 5.6 µM;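 active = inhibition above a per-campaign cutoff, the mean inhibition of all tested compounds plus 3 SD, cut at about 27% in these data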;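 note: 0% = DMSO wells and 100% = JAK Inhibitor I control wells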
# PPC-1+TRAIL kill: PPC-1 cancer cell killing with TRAIL present; PPC-1 cells + TRAIL, ATPLite viability luminescence; cell killing (% activity), % at 4 µM; 220,000 compounds, 0.41% hits;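 active = cell killing above 50% in the first pass at 4 µM, then a duplicate retest at 5 µM averaging 50% or more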;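 note: plate controls were cells with TRAIL plus DMSO for no effect and medium-only wells lacking cells for full effect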
# TNF necrop inh: TNF-alpha cell death inhibition in Jurkat FADD-/- cells. Jurkat FADD-/- TNF necroptosis rescue, ATP luminescence, 24 h; 0 = TNF only, 100 = no-TNF cells. activation (protection from cell death), % at 10 µM. 220,000 compounds, 0.068% hits;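 active = activation, meaning protection from cell death, of at least 50% relative to plate controls; inactive = activation below 50%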;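 note: necroptosis triggered by 40 ng/mL TNF-alpha added together with compound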
# The depositor's hits bear a star; [ ] = remark or other dose.
SMILES,TRPML3 agonist,TRPN1 ag,CHOP inhibitor,Wee1 stabilizer,Ba/F3 V617F tox,RBBP9 inhibitor,BaF3 parental,PPC-1+TRAIL kill,TNF necrop inh
Cc1nn(-c2cccc(Cl)c2)c2nc(-c3ccncc3)cc(C(=O)N3CCOCC3)c12,0.7,1.1,64,0,-3,-3,5,13,-0.7
Cc1ccc(C)c(-n2nnnc2SCC(=O)NCCC2=CCCCC2)c1,-0.5,-1.2,86*,2,-4,-4,1,-18,-0.4
CCOC(=O)CC(=O)Nc1nnc(CC(C)C)s1,0.9,1.2,18,1,-2,-2,1,27,3.2
CCc1nc2sc3ccccc3c(=O)c2c(=O)n1CCOC,0.4,0.6,-14,0,-2,2,4,-5,-1.4
O=C(Nc1nnc(-c2ccc3c(c2)CCCC3)o1)C1COc2ccccc2O1 (configuration not stated),-0.9,-0.4,63,-1,-1,-3,8,16,0.3
COc1ccc2c(c1)c(=O)c(C(=O)c1ccc(C)cc1)cn2CC(=O)Nc1ccc(F)cc1,1.0,0.0,23,0,-2,-9,4,-2,3.1
O=[N+]([O-])c1cc(/C=N/N2CCN(C3c4ccccc4-c4ccccc43)CC2)ccc1Cl,0.9,0.1,-17,7,-1,-4,4,1,-1.2
N#Cc1ccc(S(=O)(=O)N2CCCN(c3nc4ccc(Cl)cc4s3)CC2)cc1,0.1,3.6,15,-1,-5,6,-1,-6,0.8
CC(=O)N1CCN(c2ccc(NC(=O)c3ccc(C)cc3)cc2)CC1,0.6,0.8,0,-2,-1,-6,-1,4,-0.2
COc1ccc(Br)cc1S(=O)(=O)N(CC(=O)N1CCOCC1)c1ccccc1,0.7,0.5,9,-1,1,1,3,-6,-0.3
COc1cc(CC(=O)Nc2ccc3nc(SC)sc3c2)cc(OC)c1OC,0.0,1.1,7,-1,0,5,-6,17,1.9
COc1cccc(-n2nc(-c3ccnn3-c3ccc(C)cc3)c(=O)n(C)c2=O)c1,-0.9,-1.3,64,7,-3,-2,8,11,0.7
Cc1ccc(C(=O)Nc2c(C)n(C)n(-c3ccccc3)c2=O)cc1,0.1,0.0,-3,-2,-1,-9,6,14,-0.3
CC(=O)N1CCN(C(=O)CSc2nc3c(cnn3-c3ccccc3)c(=O)[nH]2)CC1,0.2,0.0,47,-4,-4,4,1,19,0.7
Cc1cc(C)c2nc(C(F)(F)F)c(C#N)c(N)c2c1,0.6,-0.6,106*,-1,-2,-13,2,-49,2.0
O=C(Nc1nnc(-c2cccnc2)s1)c1cccs1,0.1,0.5,-12,-2,-1,1,-2,20,-1.2
CC(C)Cc1nc2oc3c(Cl)ncnc3c2c2c1CCC2,0.3,-0.9,-9,1,-5,-7,1,45,-9.2
Cc1nn(C)c(C)c1S(=O)(=O)N1CCCC(C(=O)NC2CCCCCC2)C1 (configuration not stated),-0.1,1.4,-10,-2,-2,-4,2,20,1.4
Cc1cc(NC(=O)c2ccc(C#N)cc2)on1,0.9,1.2,7,-2,3,-13,3,-1,-0.3
O=C(CN(Cc1ccccc1)S(=O)(=O)c1cccc(C(F)(F)F)c1)NC1CCCCC1,0.2,-0.6,49,-2,1,-2,6,18,-1.5
c1ccc(-c2ccc(-c3ccccn3)nn2)nc1,1.2,2.0,17,0,5,0,8,16,-2.0
COC1(OC)N=C(N)C2(C#N)C(c3ccccc3)NC(C)=CC12C#N (configuration not stated),0.5,-0.7,-1,-2,-3,-10,-1,0,-0.6
Cn1c2c(c(=O)n(C)c1=O)C(c1ccccc1Cl)C(C#N)=C(N)O2 (configuration not stated),0.8,0.0,-8,1,0,-1,-1,14,-5.1
COc1ccc(NC(=O)Nc2ccc(Br)c(C)c2)cc1,2.9,0.0,-25,-1,0,-7,11,-5,3.1
Cc1ccc(-c2nnc(Nc3ccc(CC(N)=O)cc3)c3ccccc23)cc1S(=O)(=O)NCC1CCCO1 (configuration not stated),-0.5,-0.7,22,2,1,0,-2,9,-1.4
# Following part:
SMILES,TRPML3 agonist,TRPN1 ag,CHOP inhibitor,Wee1 stabilizer,Ba/F3 V617F tox,RBBP9 inhibitor,BaF3 parental,PPC-1+TRAIL kill,TNF necrop inh
CC1CCN(CC(CS(=O)(=O)c2ccc([N+](=O)[O-])cc2)N2CCC(C)CC2)CC1 (configuration not stated),0.9,1.7,71*,5,-4,4,0,16,-30
CC1CCCCN1C(=O)c1cc(Cl)ccc1[N+](=O)[O-] (configuration not stated),1.0,0.7,6,2,-2,-7,7,21,1.1
O=C(CCCN1C(=O)/C(=C\c2cccs2)SC1=S)Nc1ccccn1,0.4,0.9,20,1,4,-2,5,5,6.0
Cn1c(SCC(N)=O)nnc1-c1ccccc1,1.1,0.6,14,-2,0,2,4,14,1.3
O=C(CN1C(=O)CC(c2ccco2)Sc2ccccc21)NCc1ccc2c(c1)OCO2 (configuration not stated),-1.4,1.1,8,-4,-3,-1,-1,8,-1.4
CCOc1cc(/C=N/NC(=O)c2cccnc2)ccc1OCC(=O)N(C)C,0.6,0.6,-5,0,-2,1,1,-6,0.5
Cc1ccc(S(=O)(=O)NC(=O)c2cc(C)n(-c3ccccc3)c2C)cc1,0.6,0.1,-17,2,-6,-3,1,6,0.8
Cn1nc(OCC(=O)O)cc1C(F)(F)F,0.0,0.0,19,0,3,-6,-2,15,0.8
Cc1nc(NC(=O)c2ccc(Cl)cc2)sc1Cc1ccc2c(c1)OCO2,0.5,0.4,38,-1,0,4,5,-2,-5.7
Cc1cc(/C=C(\C#N)C(=O)OCC#N)c(C)n1CC(C)C,-0.2,-1.9,-8,0,-1,3,-8,0,0.1
CCCOc1ccc(C(=O)c2ccccc2C(=O)O)cc1OCCC,0.8,0.4,11,5,2,-13,2,-8,-1.5
COc1ccc2c(c1)S/C(=C\C(=O)c1ccncc1)N2C,0.6,0.0,13,5,4,-13,7,21,-13
Cc1ccc(NC(=O)c2ccc(CSc3ncnc4nc[nH]c34)cc2)c(C)c1,0.4,3.7,34,3,3,-1,9,22,-14
CCOC(=O)Cc1csc(NC(=O)CSc2nnc(C(C)C)n2C)n1,0.6,1.3,-13,3,-2,-7,1,27,0.7
CC(C)(C)C(=O)Nc1ccc(N=Nc2ccccc2)cc1,0.6,2.5,40,-4,4,2,6,62*[5 µM],2.2
Cc1nn(-c2ccc(Cl)cc2)c(=O)c2ccccc12,0.0,-1.0,2,-1,0,-3,8,-14,0.8
CCOC(=O)C1=C(C)OC(N)=C(C#N)C1c1c(C)nn(-c2ccccc2)c1Cl (configuration not stated),0.1,0.3,-3,-2,0,-6,9,-5,-1.8
COc1cc(OC)cc(-c2nc3cc(C)ccc3o2)c1,-0.2,-1.6,-3,7,0,-2,2,29,-2.2
C=CCNC(=S)NNC(=O)c1ccc2c(c1)OCO2,0.2,1.3,-4,1,-2,-5,0,-8,-2.4
O=C(O)CC(NC(=O)c1cccc([N+](=O)[O-])c1)c1ccc2c(c1)OCO2 (configuration not stated),0.1,0.8,6,-1,-1,-3,6,19,1.1
COc1ccc(NC2=C3CC(C)CC=C3N(c3ccc(OC)cc3)C2=O)cc1 (configuration not stated),1.1,1.5,35,-1,0,0,4,7,-1.4
CC1Cc2ccccc2N1CC(=O)Nc1ccc(Cl)c(S(=O)(=O)N(C)C)c1 (configuration not stated),-0.1,-0.8,7,1,4,-9,7,8,0.5
CC1CCCC(C)N1/N=C/C=C/c1ccccc1[N+](=O)[O-] (configuration not stated),0.6,-1.4,71*,2,-1,-3,1,20,-0.8
O=C(O)C(Cc1c[nH]c2ccccc12)NS(=O)(=O)c1ccc(Cl)cc1 (configuration not stated),0.7,0.1,9,1,-2,1,0,10,0.4
O=C1CCCN1CCCNC(=S)Nc1ccccc1Cl,0.2,-3.0,0,1,0,-10,4,-7,0.6
# Other entries follow:
SMILES,TRPML3 agonist,TRPN1 ag,CHOP inhibitor,Wee1 stabilizer,Ba/F3 V617F tox,RBBP9 inhibitor,BaF3 parental,PPC-1+TRAIL kill,TNF necrop inh
CCCN(CCC)S(=O)(=O)c1ccc(NS(=O)(=O)c2ccc(F)cc2)cc1,-1.5,-1.3,43,-2,1,-4,7,13,0.2
OC1CN=C2CCCc3c2n(c2ccc(Cl)cc32)C1 (configuration not stated),0.2,-0.7,20,-3,2,8,4,1,0.3
CNc1ccc(/C=C/C(=O)c2ccc3c(c2)OCCO3)cc1[N+](=O)[O-],-0.1,0.4,-49,-2,2,-4,2,25,1.0
COc1ccc(C2CC(C)(c3ccc(OC)cc3)Nc3ccccc3N2)cc1 (configuration not stated),-0.5,0.6,-4,-2,-1,-4,-5,-8,0.8
Cc1nc2c(sc3nc4c(cc32)COC(C)(C)C4)c(=O)n1Cc1ccccc1,0.9,-1.4,30,-2,2,-2,9,13,-2.4
O=C(Nc1cccc([N+](=O)[O-])c1)c1cnccn1,1.0,1.6,9,-1,2,-4,2,9,0.8
CC(NS(=O)(=O)c1ccccc1)C(=O)NCc1ccco1 (configuration not stated),0.1,-0.2,4,2,-3,-7,-1,22,-1.4
Cc1oc(-c2ccccc2F)nc1CS(=O)(=O)CC(=O)N1CCN(c2ccccc2)CC1,-0.1,5.1,58,0,-3,-8,8,4,-3.6
COC(=O)[C@@]1(Cc2ccc(F)cc2)[C@H]2c3cc(C(=O)N(C)C)n(CCSCCO)c3C[C@H]2CN1C(=O)c1ccccc1,0.6,2.2,24,-3,0,-5,4,2,-1.7
CCCCN1C(=O)c2ccc(C(=O)Nc3ccc(C)c(S(=O)(=O)N(C)C)c3)cc2C1=O,2.3,4.9,45,-2,-1,2,9,6,-1.1
CC1(C)OC(=O)C(=Cc2ccc(-c3ccc(S(N)(=O)=O)cc3)o2)C(=O)O1,1.6,0.5,100*,4,2,-4,6,4,0.4
Cc1ccc2oc(=O)c(/C=C(\O)c3ccccc3)nc2c1,1.1,1.4,-5,1,4,-3,9,5,0.0
CCC(C)(C)n1nnnc1C(c1ccccc1)N1CCN(C2CCCC2)CC1 (configuration not stated),0.6,0.9,-12,-1,1,-7,3,24,0.6
Cc1ccc(-n2nc(CC#N)c(C#N)c2N)cc1Cl,0.6,0.2,-2,0,4,-3,2,11,-0.2
CCOC(=O)N1CCN(C(=O)C2CCN(S(=O)(=O)c3ccc(C)cc3)CC2)CC1,0.7,0.8,7,-1,-2,-1,3,10,-0.4
Cc1cc(NC(=O)c2cccc(S(=O)(=O)N3CCOCC3)c2)no1,1.6,1.9,10,1,1,0,4,3,2.8
